Assay outcomes: PubChem BioAssay, several laboratories
MrgX1 agonist: agonists of human MrgX1 receptor; B-score at 10 µM; Q96LB2; 310,000 compounds, 0.44% hits; AID 588627; MrgX1-HEK293 cells, Fluo-4 calcium fluorescence, agonist mode; active compounds read high;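 active = calcium response B-score plate-corrected fluorescence ratio at least 3 library SD, with starting fluorescence B-score inside 5 SD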
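times = overnight plating, then 30 min 37 °C plus 30 min room-temperature dye loading | assay system = stable human MrgX1 HEK293 cell line | input = fifteen thousand cells per well | signal = kinetic calcium dye fluorescence, Fluo-4 NW | dosing = compound delivered in addition one of three | read-out = B-scored fluorescence response ratio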
TRPC6 inh: mouse TRPC6 channel inhibition. HEK293-TRPC6, membrane potential dye, ACh-evoked depolarization; active compounds read low. B-score at 10 µM. 310,000 compounds, 1.1% hits;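 active = B-score under library mean minus 3 SD, initial fluorescence not abnormally high, positive integrated signal ratio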;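 also: B-score derived from integrated fluorescence ratio over the kinetic read; more negative B-score means stronger inhibition of depolarization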
Target sequence (Q61143 whole entry, looked up): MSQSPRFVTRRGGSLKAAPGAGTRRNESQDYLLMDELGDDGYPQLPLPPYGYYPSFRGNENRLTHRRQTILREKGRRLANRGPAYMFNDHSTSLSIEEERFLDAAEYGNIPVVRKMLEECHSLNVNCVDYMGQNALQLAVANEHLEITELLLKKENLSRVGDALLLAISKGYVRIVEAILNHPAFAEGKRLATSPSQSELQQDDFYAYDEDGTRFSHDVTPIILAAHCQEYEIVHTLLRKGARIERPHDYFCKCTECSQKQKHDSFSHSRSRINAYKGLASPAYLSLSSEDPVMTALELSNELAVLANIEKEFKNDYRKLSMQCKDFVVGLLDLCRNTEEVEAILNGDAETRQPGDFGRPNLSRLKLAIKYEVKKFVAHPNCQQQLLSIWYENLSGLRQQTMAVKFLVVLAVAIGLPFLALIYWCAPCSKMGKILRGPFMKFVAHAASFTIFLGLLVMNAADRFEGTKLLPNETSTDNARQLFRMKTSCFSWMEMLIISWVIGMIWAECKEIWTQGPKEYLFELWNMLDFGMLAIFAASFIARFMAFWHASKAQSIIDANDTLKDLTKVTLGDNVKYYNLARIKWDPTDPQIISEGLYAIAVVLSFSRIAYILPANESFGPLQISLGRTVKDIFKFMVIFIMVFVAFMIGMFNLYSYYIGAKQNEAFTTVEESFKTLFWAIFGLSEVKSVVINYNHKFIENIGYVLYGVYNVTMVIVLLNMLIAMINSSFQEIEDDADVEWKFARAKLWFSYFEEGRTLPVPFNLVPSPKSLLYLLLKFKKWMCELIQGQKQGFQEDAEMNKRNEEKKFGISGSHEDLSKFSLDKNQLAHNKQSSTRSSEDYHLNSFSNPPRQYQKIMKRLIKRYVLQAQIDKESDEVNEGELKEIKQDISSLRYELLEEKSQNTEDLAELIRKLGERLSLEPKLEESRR
SKKanGAS inh: blocks kanamycin growth of S. pyogenes SKKanGAS strain; BacTiter-Glo, 6 h; inhibition, % at 7.5 µM; 300,000 compounds, 1.3% hits; AID 1662;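 active = mean replicate score, as percent of positive control median, at least 50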;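 also: strain carries kanamycin resistance gene driven by streptokinase promoter and grows in 40 µg/ml kanamycin; loss of luminescence reflects streptokinase promoter inhibition or plain growth inhibition; 0% = median of DMSO wells and 100% = positive control at its reference dose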
Platelet DG rel: modulates dense granule release in human platelets | inhibition, %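 (compounds screened at 7.5 µM in platelet-rich plasma)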 | human platelet-rich plasma, SFLLRN dense granule ATP release, luminescence | 300,000 compounds, 0.22% hits | AID 1663;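 active = mean replicate score, as percent of positive control, at or above 50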
MrgX1 antag: antagonists of human MrgX1 receptor | MRGX1-HEK293 calcium flux, Fluo-4, BAM8-22 antagonism; active compounds read low | B-score at 10 µM | Q96LB2 | 310,000 compounds, 1.3% hits;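 active = calcium-response B-score plate-corrected more than 3 library SD below zero, starting fluorescence within 5 deviations, no agonist response on first addition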;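 also: peak minus trough fluorescence over baseline after final BAM8-22 challenge near maximal dose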
HIF act: HIF pathway transcriptional activation; U2OS HRE-luciferase reporter, luminescence; normalized: DMSO 0%, desferrioxamine 100%; activation, % at 7.5 µM (by protocol); 300,000 compounds, 0.32% hits;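 active = mean activation of at least 10% of the iron chelator positive control signal, with at least half of replicates also reaching 10%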
MrgX1 allo act: allosterically activates human MrgX1 receptor signaling | Q96LB2 | MrgX1-HEK293, Fluo-4 calcium flux, FDSS; active compounds read high | B-score at 10 µM | 310,000 compounds, 0.63% hits | AID 588675;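 active = plate-corrected calcium response at least 3 library SD above typical, normal starting fluorescence, not activating the receptor alone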;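 also: compound read alongside a low EC10 to EC30 dose of BAM8-22 agonist; peak minus trough fluorescence over baseline measured at the second addition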
TRPC4 inh: inhibitors of mouse TRPC4 channel | Q9QUQ5 | HEK293 TRPC4beta/mu-opioid, DAMGO-evoked Fluo4 calcium flux; active compounds read low | B-score at 10 µM | 300,000 compounds, 0.39% hits | AID 2247;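 active = B-score over 3 SD under the library average, no early fluorescence shift, positive overall ratio signal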
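Test system – stable TRPC4beta/mu-opioid receptor HEK293 cells · Probe or stimulus – DAMGO, a submaximal dose followed by a maximal one · Dosing – one concentration per compound · Signal – Fluo4 calcium fluorescence by kinetic imaging, 5 s 1 Hz baseline · Evaluation – per-well B score of integrated baseline-normalized Fluo4 ratio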
RGS4 inh: human RGS4 inhibition. B-score at 10 µM. P49798. 310,000 compounds, 0.45% hits. HEK293 M3R/RGS4 inducible, Fluo-4 calcium flux; active compounds read high; triggered by carbachol at its EC20;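 active = B-score, a plate-corrected calcium signal, over three deviations above library mean, with baseline fluorescence within five deviations of library mean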;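 also: RGS4 expression induced by doxycycline in cells with stable M3 receptor; B-score is computed from the integrated fluorescence ratio over baseline after carbachol; higher B-score means a larger calcium signal and so more RGS4 inhibition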
Target sequence (P49798 whole entry, looked up): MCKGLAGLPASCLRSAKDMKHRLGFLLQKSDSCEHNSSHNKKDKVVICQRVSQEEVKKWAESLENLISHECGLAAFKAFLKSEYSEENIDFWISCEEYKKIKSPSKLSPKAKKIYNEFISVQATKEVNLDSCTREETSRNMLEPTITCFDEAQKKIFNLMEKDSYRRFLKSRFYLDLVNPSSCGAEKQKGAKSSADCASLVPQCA
RGS4 act: RGS4 potentiation or activation; B-score at 10 µM; HEK293 M3R/inducible RGS4, carbachol calcium flux Fluo4; active compounds read low; AID 463111; 310,000 compounds, 0.92% hits;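 active = B-score of the integrated calcium signal more than 4 SD below the library mean, with starting fluorescence not abnormally high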;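 also: negative B-score means reduced calcium response which marks RGS4 activation or potentiation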
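Material: M3R-expressing HEK293 line, RGS4 induced by doxycycline | Schedule: Overnight RGS4 induction, 30 min dye load 37 °C, 20 min compound RT | Measured by: Fluo4 fluorescence kinetic imaging of calcium | Read-out: Integrated calcium ratio converted to B score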
TRPC6 activator: activators of mouse TRPC6 channel; 310,000 compounds, 0.13% hits; HEK293-TRPC6 membrane potential dye fluorescence; active compounds read high; Q61143; B-score at 10 µM;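 active = B-score of the integrated fluorescence ratio above library mean plus 3 SD, and starting fluorescence ratio within library mean plus 5 SD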;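 also: higher score means more depolarization so channel activation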
An asterisk follows results filed as active; i = inactive; / = no result given.

SMILES	MrgX1 agonist	TRPC6 inh	SKKanGAS inh	Platelet DG rel	MrgX1 antag	HIF act	MrgX1 allo act	TRPC4 inh	RGS4 inh	RGS4 act	TRPC6 activator
CCC(CC)C(=O)Nc1cc(C(=O)OC)cc(C(=O)OC)c1	i	i	6	-3	i	-1.0	i	i	i	i	i
CCOC(=O)C1=C(CCc2ccccc2)NC(=O)NC1c1ccc2ccccc2c1 (centres undefined)	i	i	19	-9	i	-1.0	i	i	i	i	i
CCCOc1ccc(CSc2nc3ccccc3[nH]2)cc1	i	i	7	3	i	2.5	i	i	i	i	i
COc1ccc(/C=N/NC(=O)Nc2cccc3nsnc23)c(OC)c1	i	i	-4	2	i	-0.8	i	i	i	i	i
O=C(CSc1nnc(-c2ccco2)n1-c1ccccc1)NCC1CCCO1 (centres undefined)	i	i	-23	10	i	-0.3	i	i	i	i	i
COc1cccc2cc(/C(=N/O)c3ccccc3)oc12	i	i	-16	-21	i	1.7	i	i	i	i	i
Cc1nn(-c2ccccc2)c(C)c1/C=N/NC(=O)c1cc(C2CC2)[nH]n1	i	i	3	0	i	0.9	i	i	i	i	i
NC(=O)CN1C(=O)C(O)(CC(=O)/C=C\c2ccc3c(c2)OCO3)c2ccccc21 (centres undefined)	i	i	-8	-4	i	0.4	i	i	i	i	i
COc1ccc(CCN2C(=O)CC(Cc3ccccc3)C2=O)cc1OC (centres undefined)	i	i	-4	2	i	0.3	i	i	i	i	i
COc1cc(C(=O)Nc2ccc(C)cn2)c([N+](=O)[O-])cc1OC	i	i	-2	2	i	0.0	i	i	i	i	i
COc1cccc(NC(=O)CN(C)C(=O)c2sc3cc(Cl)ccc3c2Cl)c1	i	i	12	-5	i	-0.1	i	i	i	i	i
CC1(C)CC(C(=O)Nc2ccccc2)C(=O)O1 (centres undefined)	i	i	3	-3	i	0.3	i	i	i	i	i
O=C(Nc1ccc(F)cc1F)c1cccn1-c1ncc(C(F)(F)F)cc1Cl	i	i	0	9	i	-0.7	i	i	i	i	i
Cc1nc(C)n(CC(O)COc2ccc3ccccc3c2)n1 (centres undefined)	i	i	4	3	i	0.2	i	i	i	i	i
COC(CNC(=O)c1ccc(CS(=O)(=O)c2ccccc2)o1)OC	i	i	-4	-5	i	0.3	i	i	i	i	i
CC(CCCCC(=O)Nc1ccc(C(F)(F)F)cc1)NCCc1cnc[nH]1 (centres undefined)	i	i	-3	6	i	-0.3	i	i	i	i	i
O=C(CCN1C(=O)/C(=C/c2ccc3c(c2)OCO3)SC1=S)Nc1ccccc1	i	i	-3	14	i	0.5	i	i	i	i	i
CN(C)CCNC(=O)CNC(=S)N(CCCN1CCOCC1)Cc1cccs1	i	i	-1	3	i	-0.4	i	i	i	i	i
COc1ccc2c(c1)C(=O)N(Cc1ccccc1)C(=O)C2(C)C	i	i	14	20	i	-0.3	i	i	i	i	i
Nc1nc(=S)[nH]c2c1C1(CCCC1)Cc1ccccc1-2	i	i	3	-1	i	-1.1	i	i	i	i	i
COc1ccc(C(CCN2CCCCC2)c2c(O)cc(OC)cc2OC)cc1 (centres undefined)	i	i	6	-2	i	-0.3	i	i	i	i	i
Cc1cc2cc(C#N)c(N3CCOCC3)nc2cc1Cl	i	i	1	1	i	-0.6	i	i	i	i	i
O=c1[nH]c(C2CCN(S(=O)(=O)c3ccc(S(=O)(=O)NC4CC4)cc3)CC2)nc2c1nnn2Cc1ccc(F)cc1	i	i	25	-5	i	0.8	i	i	i	i	i
CCc1c(C)c2cc(Cl)c(O)c(CN3CCCC3)c2oc1=O	i	i	1	-4	i	-37	i	i	i	i	i
NNc1nc2c(Cl)cccc2s1	i	i	-8	-10	i	1.2	i	i	i	i	i
FC(F)(F)c1cnc(Sc2nnc(-c3cccs3)n2CC2CCCO2)c(Cl)c1 (centres undefined)	i	i	1	-2	i	-0.1	i	i	i	i	i
O=S(=O)(c1ccc(Cl)c(S(=O)(=O)N2CCCC2)c1)N1CCCC1	i	i	-2	-1	i	-0.7	i	i	i	i	i
O=C(O)CSc1nnc(COc2ccc(Br)cc2)n1-c1ccccc1	i	i	-2	-5	i	0.9	i	i	i	i	i
COc1ccc(OC)c2sc(N3CCN(c4ccccc4)CC3)nc12	i	i	-2	3	i	0.6	i	i	i	i	i
O=C(NCc1ccco1)C1CC(c2cccc([N+](=O)[O-])c2)=NO1 (centres undefined)	i	i	8	-2	i	-0.3	i	i	i	i	i
Cc1noc(C)c1-c1nnc(-c2ccc(C(F)(F)F)cc2)o1	i	i	-5	4	i	1.0	i	i	i	i	i
COC(=O)NCc1cccc(CNC(=O)OC)c1	i	i	-2	5	i	0.1	i	i	i	i	i
CCOc1ccc(NC(=O)CN(C)C(=O)c2ccccc2SCc2c(C)noc2C)cc1OCC	i	i	-2	17	i	1.8	i	i	i	i	i
COc1cc(C(=O)c2cocc2C(=O)c2ccc3c(c2)OCO3)cc(OC)c1OC	i	i	0	/	i	0.8	i	i	i	i	i
COCCN1C=C(C(=O)OC)C(c2ccc(OC)c(OC)c2)C(C(=O)OC)=C1	i	i	0	-8	i	-0.9	i	i	i	i	i
O=C(OC(C(=O)O)C(OC(=O)c1ccccc1)C(=O)NCc1ccccc1)c1ccccc1 (centres undefined)	i	i	-4	1	i	0.5	i	i	i	i	i
CCC(NC(=O)NNC(=O)c1ccncc1)(C(F)(F)F)C(F)(F)F	i	i	-2	16	i	-0.4	i	i	i	i	i
COC(=O)c1c(C(=O)OC)c(-c2ccc(F)cc2)n2c1CS(=O)C2 (centres undefined)	i	i	-1	/	i	0.4	i	i	i	i	i
CCCc1cc(C(=O)NNC(=S)NC(C)c2ccccc2)cs1 (centres undefined)	i	i	0	10	i	0.1	i	/	i	i	i
CCc1nc2ccccc2n(CCOCCOCCn2c(=O)c(CC)nc3ccccc32)c1=O	i	i	-2	5	i	-0.1	i	i	i	i	i

Compound profiles, from the list above:
COc1ccc2c(c1)C(=O)N(Cc1ccccc1)C(=O)C2(C)C is listed with MrgX1 agonist = i; TRPC6 inh = i; SKKanGAS inh = 14; Platelet DG rel = 20; MrgX1 antag = i; HIF act = -0.3; MrgX1 allo act = i; TRPC4 inh = i; RGS4 inh = i; RGS4 act = i; TRPC6 activator = i
Cc1nn(-c2ccccc2)c(C)c1/C=N/NC(=O)c1cc(C2CC2)[nH]n1 is listed with MrgX1 agonist = i; TRPC6 inh = i; SKKanGAS inh = 3; Platelet DG rel = 0; MrgX1 antag = i; HIF act = 0.9; MrgX1 allo act = i; TRPC4 inh = i; RGS4 inh = i; RGS4 act = i; TRPC6 activator = i

Later entries:
SMILES	MrgX1 agonist	TRPC6 inh	SKKanGAS inh	Platelet DG rel	MrgX1 antag	HIF act	MrgX1 allo act	TRPC4 inh	RGS4 inh	RGS4 act	TRPC6 activator
O=c1cc(CO)occ1OCc1ccccc1	i	i	0	-3	i	0.3	i	i	i	i	i
CCCNS(=O)(=O)c1ccc(CCC(=O)NCC2CCCO2)cc1 (centres undefined)	i	i	-4	-1	i	-0.9	i	i	i	i	i
COc1ccc(-c2csc(NC(=O)CSc3ncn[nH]3)n2)cc1OC	i	i	-4	-5	i	0.0	i	i	i	i	i
CN1CCN(c2nc3ccccn3c(=O)c2C=O)CC1	i	i	-6	-1	i	-0.1	i	i	i	i	i
COc1ccc(OC)c(S(=O)(=O)N2CCC(C(=O)NCc3ccccn3)CC2)c1	i	i	2	1	i	-0.4	i	i	i	i	i
CSc1nccc(Nc2ccccc2)c1C#N	i	i	7	0	i	0.7	16*	i	i	i	i
O=C(CC(c1ccc(F)cc1)c1ccco1)N1CCOCC1 (centres undefined)	i	i	-2	0	i	0.2	i	i	i	i	i
O=C(O)c1ccc2c(c1)OCCCO2	i	i	-11	-16	i	-0.5	i	i	i	i	i
Cc1ccc(OC(=O)C23CC4CC(CC(C4)C2)C3)c(C)n1	i	i	8	-7	i	-1.6	i	i	i	i	i
O=C(Nc1cccc(OCC(=O)N2CCOCC2)c1)c1cccc([N+](=O)[O-])c1	i	i	1	8	i	-1.3	i	i	i	i	i
CCCCCCCCCOC1OC(CO)C(O)C(O)C1NC(C)=O (centres undefined)	i	i	-1	0	i	-0.3	i	i	i	i	i
COc1ccc(-c2cc(C(F)(F)F)n3ncc(C(=O)N4CCCCC4c4cccnc4)c3n2)cc1 (centres undefined)	i	i	5	8	-5.8*	-0.8	i	i	i	i	i
Cc1c(C(=O)NN)[nH]c2ccc([N+](=O)[O-])cc12	i	i	-5	-6	i	0.6	i	i	i	i	i
Cc1ccc(S(=O)(=O)N2CCN(C(=O)COc3ccc(C)nc3[N+](=O)[O-])CC2)c(C)c1	i	i	-2	1	i	-0.7	i	i	i	i	i
O=C(NC1CCCC1)c1cc(S(=O)(=O)N2CCOCC2)c(Cl)cc1Cl	i	i	-21	11	i	-0.4	i	i	i	i	i
COc1ccc(-c2cn3c(C)c(C(=O)N4CCN(c5ccccc5F)CC4)sc3n2)cc1	i	i	37	-10	i	0.0	i	i	i	i	i
CCOc1ccc(NC(=O)CN(C)C(=O)c2cc(-c3ccncc3)nc3ccccc23)cc1OCC	i	i	-7	1	i	0.1	i	i	i	i	i
CCN1CCN(c2cc(C)c3cc(NC(=S)NCCCN4CCc5ccccc5C4)ccc3n2)CC1	i	i	1	-16	i	0.4	i	i	i	i	i
CCOc1ccccc1C1NC(=O)CCC1[N+](=O)[O-] (centres undefined)	i	i	-3	-7	i	1.3	i	i	i	i	i
CC(C)Cc1nnc(NC(=O)c2ccc([N+](=O)[O-])cc2)s1	i	i	-1	-2	i	1.0	i	i	i	i	i
CCCNC(=O)c1ccc(N2CCC3(CC2)CC(c2ccccc2)=NO3)c(NC(=O)c2cccc(C)c2)c1	i	i	35	0	i	-1.7	i	i	i	i	i
CC(C)CN(CCNC(=O)CN1C(=O)COc2ccc(S(=O)(=O)N3CCC(C)CC3)cc21)CC(C)C	i	i	-2	-5	i	-0.1	i	i	i	i	i
CCn1ccc(C(=O)Nc2ccccc2SC)n1	i	i	-13	17	i	2.7	i	i	i	i	i
COc1ccc(NC(=S)NCCN2CCC(C)CC2)cc1	i	i	16	2	i	0.9	i	i	i	i	i
Cc1cccc(Cc2c(C)[nH]c(=O)c(C#N)c2C)c1	i	i	8	45	i	-0.2	i	i	i	i	i
O=C(C[n+]1ccccc1)N1CCCc2ccccc21	i	i	5	-3	i	-0.7	i	i	i	i	i
CCc1noc(C)c1C(=O)Nc1ccc(F)c(F)c1F	i	i	24	10	i	-0.7	i	i	i	i	i
